# TRHR PAM = TRH receptor (human) allosteric enhancement; P34981; TRHR cells, fluo-8 calcium fluorescence, EC20 TRH enhancement; enhancement, % at 2 µM; 360,000 tested, 0.66% active; AID 493056; in the data active = enhancement above about 30%; also: 0% is about no effect
# Target sequence (P34981 whole entry, looked up): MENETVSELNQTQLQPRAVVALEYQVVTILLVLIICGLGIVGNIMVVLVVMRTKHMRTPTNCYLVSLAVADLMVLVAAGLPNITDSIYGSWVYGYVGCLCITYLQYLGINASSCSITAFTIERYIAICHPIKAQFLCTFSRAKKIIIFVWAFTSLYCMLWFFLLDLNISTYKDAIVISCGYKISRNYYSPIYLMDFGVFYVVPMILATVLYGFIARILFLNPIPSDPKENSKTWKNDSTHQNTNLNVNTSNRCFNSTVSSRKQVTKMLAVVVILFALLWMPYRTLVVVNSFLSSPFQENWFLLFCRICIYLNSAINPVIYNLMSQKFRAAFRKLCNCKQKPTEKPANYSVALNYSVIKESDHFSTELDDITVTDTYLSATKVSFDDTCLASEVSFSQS
#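 TRHR-expressing cells loaded with fluo-8 calcium dye were read kinetically (ex 480/em 530) during compound addition, then stimulated with an EC20 of TRH (10 nM final). Enhancement of the Gq-mediated intracellular calcium response was scored.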
# D1 agonist = agonists of human D1 dopamine receptor; P21728; HEK293 T-REx D1 cells, calcium flux, agonist mode; activation, % at 2 µM; 360,000 tested, 1% active; AID 504660; in the data active = activation above about 30%; also: 0% is about no effect
#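 Agonism was scored from calcium flux recorded over 180 s (1 read/s) after pintool compound addition, following a 10-cycle baseline. Cells were inducible force-coupled HEK293 TREx D1, plated overnight at 30 C and loaded with no-wash calcium dye.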
# RXFP1 antag = RXFP1 (human) relaxin receptor antagonism. AID 1259400. activity change, negative = inhibition, % at 57.5 µM. 350,000 tested, 0.59% active. Q9HBX9. HEK293-RXFP1, relaxin-stimulated cAMP HTRF, 30 min; stronger effect = lower value;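 active = activity change of -60% or lower, but not beyond a set lower limit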; also: % is scaled to controls: 0 for no effect and ±100 for the full control effect
# RXFP1 agonist = RXFP1 (human) receptor agonism; HEK293T-RXFP1 cAMP TR-FRET, 30 min; response scale: percent of porcine relaxin response, buffer zero; 370,000 tested, 0.3% active; AID 2676; Potency, µM (doses to about 57.5 µM), without a hit: at the highest dose activation, most hits filed as activators; also: potency is read from the fitted curve at half-maximal effect; % is scaled to controls: 0 for no effect and ±100 for the full control effect; nearly all actives have a fitted effect of over 60% in size; many of its hits are not listed in these tables
#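 HEK293 cells stably expressing RXFP1, treated 30 min at 37C with compounds plus PDE4 inhibitor Ro 20174; cAMP measured by HTRF TR-FRET. Normalized to buffer and 29 nM porcine relaxin; EC50 by Hill fit.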
# D1 antagonist = antagonists of human D1 dopamine receptor; 360,000 tested, 3.2% active; activity change, negative = inhibition, % at 10 µM; P21728; HEK293 TREx D1 cells, calcium flux, dopamine EC80; stronger effect = lower value; in the data active = activity change below about -30%; also: % is scaled to controls: 0 for no effect and ±100 for the full control effect
#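 Antagonism measured as reduced calcium response to an EC80 dopamine addition following 180 s compound pre-read; cells were inducible HEK293 Trex D1 plated overnight at 30 C, read kinetically at 1 cycle/sec.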
# D1 PAM = human D1 dopamine receptor positive modulation | 360,000 tested, 0.036% active | HEK293 TREx D1 cells, calcium flux, dopamine EC20 potentiation | potentiation, % at 10 µM; in the data active = potentiation above about 30%; also: 0% is about no effect
# Apoferritin bind = candidate novel general anesthetic via apoferritin binding; P02791; apoferritin/1-aminoanthracene competitive binding, fluorescence; Potency, µM (doses to about 77.5 µM), inactives show at the top dose activity change, negative = displacement, actives largely listed as inhibitors; 350,000 tested, 0.074% active; also: potency is read from the fitted curve at half-maximal effect; % is scaled to controls: 0 for no effect and ±100 for the full control effect; nearly all actives have a fitted effect of over 20% in size
# Target sequence (P02791 2-175 limits assumed): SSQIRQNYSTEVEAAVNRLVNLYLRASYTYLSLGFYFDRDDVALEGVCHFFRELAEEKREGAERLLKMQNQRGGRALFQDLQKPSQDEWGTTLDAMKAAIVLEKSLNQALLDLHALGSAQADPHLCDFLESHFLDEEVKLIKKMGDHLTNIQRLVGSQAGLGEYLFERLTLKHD
#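 Horse-spleen apoferritin (10 uM) was mixed with 50% saturated 1-aminoanthracene in PBS, exposed to compounds for 10 min at room temperature, and read for fluorescence (ex 380 nm, em 535 nm). Competitive displacement was fitted with a four-parameter Hill equation.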
# D2 potentiator = D2 dopamine receptor (human) potentiation. P14416. HEK293 T-REx D2, calcium flux, EC20 dopamine potentiation. potentiation, % at 10 µM. 340,000 tested, 0.34% active;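 active = potentiation over 3 SD above the plate norm, cut at about 30% in these data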; also: 0% is about no effect
# Target sequence (P14416 whole entry, looked up): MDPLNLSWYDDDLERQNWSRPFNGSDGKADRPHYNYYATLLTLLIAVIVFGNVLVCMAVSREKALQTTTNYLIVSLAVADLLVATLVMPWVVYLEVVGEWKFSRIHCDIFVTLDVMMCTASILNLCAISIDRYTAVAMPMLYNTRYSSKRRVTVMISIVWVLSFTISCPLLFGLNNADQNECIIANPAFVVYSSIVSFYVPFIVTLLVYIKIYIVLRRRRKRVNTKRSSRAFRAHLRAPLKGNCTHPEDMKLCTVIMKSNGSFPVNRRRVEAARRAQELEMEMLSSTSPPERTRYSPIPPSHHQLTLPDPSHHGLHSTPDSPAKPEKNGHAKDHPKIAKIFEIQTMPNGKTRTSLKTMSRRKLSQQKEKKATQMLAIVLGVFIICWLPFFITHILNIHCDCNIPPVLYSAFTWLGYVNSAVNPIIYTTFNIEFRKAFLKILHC
#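 Cells plated with tetracycline inducer and held overnight at 30 C; calcium dye loaded 30–90 min at room temperature; baseline taken, compound added and read 180 s; EC20 dopamine then added and read 180 s.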
# TRHR agonist = activates the human TRH receptor | P34981 | TRHR cells, calcium flux fluo-8, FDSS agonist mode | activation, % at 2 µM | 360,000 tested, 0.18% active | AID 493084; in the data active = activation above about 30%; also: 0% is about no effect
#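 TRHR-expressing cells, plated overnight in medium with 10% serum, were loaded with fluo-8 calcium dye at room temperature. After a 10 s baseline, library compound was pin-added and calcium release was recorded kinetically (ex 480/em 530) as agonist response.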
# The depositor's hits bear a star; x = not tested or not shown; & = joins results of further samples; [ ] = dose if it differs, or a comment. Unless noted, calls follow the shape of the dose curve; as a rule, active = well fitted curve in the direction sought with a large enough effect; inconclusive = small, poorly fitted or top-dose-only effect, or another doubt; inactive = no such curve, though single readings can be large; an effect the other way counts as inactive or inconclusive.
No.	Structure	TRHR PAM	D1 agonist	RXFP1 antag	RXFP1 agonist	D1 antagonist
1	Cc1cc(=O)[nH]c(Nc2ccc(N(C)C)cc2)n1	2.4	1.8	-11.9	-2.5%	13.0
2	CCOC(=O)[C@H]1[C@H]2COc3ccccc3[C@@H]2N2C(=O)[C@@H](CO)NC(=O)[C@@]12C	-4.8	0.1	x	0.0%	x
3	CC(C)(C)c1ccc(C(=O)c2c[nH]c(C(=O)NCC3CCCO3)c2)cc1 (centres undefined)	11.1	23.7	-7.1	1.0%	-8.6
4	Cc1ccc(C)c(NC(=O)CN(C)C(=O)CSCc2c(C)noc2C)c1	2.6	1.3	6.1	1.4%	-0.9
5	COCCCN(Cc1ccco1)C(=O)c1cc2c(s1)-c1ccc(Cl)cc1S(=O)(=O)C2	-4.3	6.6	14.4	9.1%	12.1
6	O=C(OCc1cc2ccccc2[nH]c1=O)c1ccco1	-3.8	-2.7	-10.8	0.3%	9.4
7	COc1ccc(C(C#N)c2cnccn2)cc1OC (centres undefined)	0.6	-0.7	x	-1.1%	-11.4
8	COc1ccc(-c2cn3c(n2)sc2cc(C(=O)NC4CCCCC4)ccc23)cc1	6.5	-1.6	8.5	2.3%	4.6
9	COC(=O)c1ccc(NC(=O)Nc2ccc(OC)cc2)cc1	1.4	14.9	2.6	0.5%	-2.6
10	COC(=O)c1ccccc1NC(=O)Cn1nnc(-c2ccc(OC)cc2)n1	-11.6&6.5	6.9&7.2	-3.5&-1.8	2.5%&0.5%	-22.3&-14.4
11	CCCCn1c(C(C)NC(=O)CCC)nc2ccccc21 (centres undefined)	-6.3	1.2	-2.1	1.2%	0.4
12	NNC(=O)c1csc(CS(=O)(=O)c2ccc(Cl)cc2)n1	-4.2	1.7	-12.8	-0.2%	-15.0

No.	D1 PAM	Apoferritin bind	D2 potentiator	TRHR agonist
1	-0.1	6.5%	-3.9	0.2
2	-0.1	x	-4.5	0.6
3	3.0	-15.6%	10.2	-0.2
4	-4.9	x	-5.2	0.1
5	-4.5	-6.8%	7.6	0.3
6	3.9	42.8%[activator]	5.3	0.8
7	-6.8	x	1.5	-0.4
8	1.2	-0.4%	1.5	-0.2
9	-2.7	-2.6%	11.2	1.8
10	-0.5&-6.6	-11.2%&-13.3%	4.3	0.8&0.4
11	-7.8	-9.8%	0.0	-0.6
12	-9.6	-16.3%	-6.9	0.2

# (continued)
No.	Structure	TRHR PAM	D1 agonist	RXFP1 antag	RXFP1 agonist	D1 antagonist
13	CC(NC(=O)COC(=O)C1(C)CC1(Cl)Cl)c1ccccc1 (centres undefined)	4.1	2.4	1.9	2.7%	-15.7
14	Cc1ccc(N2CC(C(=O)NCc3ccc(C)n3C)CC2=O)cc1 (centres undefined)	-6.4	4.5	-10.1	2.3%	-19.1
15	NC(=O)c1c(NC(=O)CN2C(=O)NC(Cc3ccccc3)C2=O)sc2c1CCC2 (centres undefined)	3.9	3.3	-2.5	-0.3%	3.6
16	Cc1c(C)c2c(OCC(=O)NC3CC3)cc3c(c2oc1=O)CCC(C)(C)O3	-4.2	0.2	x	8.5%	8.0
17	C/C(=N\N=C1/SC(CC(=O)O)C(=O)N1c1ccccc1)c1ccc(C)cc1 (centres undefined)	-11.5	0.6	1.4	-2.8%	-7.1
18	O=C(O)c1ccn2c(C(=O)c3ccc(Cl)cc3)c(-c3ccccc3)cc2c1	-0.3	0.0	-16.1	0.0%	-0.8
19	Cc1c(-n2c(SCC(=O)NC(C)C(C)C)nc3ccccc3c2=O)c(=O)n(-c2ccccc2)n1C (centres undefined)	-2.0	1.1	17.0	0.5%	-15.3
20	CC(C)OCCCn1c(=O)c2ccccc2n2c(-c3cc(Cl)ccc3O)nnc12	2.2	6.9	3.1	2.8%	-5.1
21	O=C(NC1CC1)c1ccc(CS(=O)c2ccc(Br)cc2)o1 (centres undefined)	-5.8	3.7	-24.0	0.2%	3.6
22	COc1ccc(-c2nc(C)c(CCNC(=O)c3c(F)cccc3F)s2)cc1	0.5	0.1	x	2.3%	-19.3
23	CCn1nnc2cc(C(=O)Nc3cc(S(C)(=O)=O)ccc3Cl)ccc21	13.4	0.3	-5.6	3.3%	-5.1
24	O=C(NCc1n[nH]c(=S)n1-c1cccc(Cl)c1)c1cccs1	-6.2	1.2	-14.5	8.6%	-0.8

No.	D1 PAM	Apoferritin bind	D2 potentiator	TRHR agonist
13	-2.7	x	-3.9	0.1
14	-0.1	-5.8%	7.9	1.0
15	1.2	1.0%	-4.3	-1.1
16	-1.5	-5.4%	7.5	3.1
17	-0.1	11.8%	-14.5	0.1
18	-2.5	-2.5%	0.7	-0.5
19	-0.8	-8.5%	-4.6	0.0
20	-0.3	-5.1%	20.2	0.5
21	-6.5	-2.6%	16.9	-0.1
22	-1.6	-16.8%	8.7	-0.4
23	0.7	5.1%	6.9	0.1
24	5.8	-6.8%	1.5	-0.1

# Exported as tab-separated lines: part of the list above.
entry	smiles	TRHR PAM	D1 agonist	RXFP1 antag	RXFP1 agonist	D1 antagonist	D1 PAM	Apoferritin bind	D2 potentiator	TRHR agonist
7	COc1ccc(C(C#N)c2cnccn2)cc1OC (centres undefined)	0.6	-0.7	x	-1.1%	-11.4	-6.8	x	1.5	-0.4
8	COc1ccc(-c2cn3c(n2)sc2cc(C(=O)NC4CCCCC4)ccc23)cc1	6.5	-1.6	8.5	2.3%	4.6	1.2	-0.4%	1.5	-0.2
9	COC(=O)c1ccc(NC(=O)Nc2ccc(OC)cc2)cc1	1.4	14.9	2.6	0.5%	-2.6	-2.7	-2.6%	11.2	1.8

# New compounds follow
No.	Structure	TRHR PAM	D1 agonist	RXFP1 antag	RXFP1 agonist	D1 antagonist
25	Nc1nc(CSc2nnc(-c3cccc(F)c3)n2-c2ccccc2)nc(N2CCOCC2)n1	2.4	0.4	8.1	0.3%	5.0
26	NC(=O)COC(=O)CSc1ccc2ccccc2c1	-3.8	-1.3	18.8	14.8%	-9.1
27	COc1ccc(-c2csc(NC(=O)CSC(C)C(=O)Nc3cc(C)on3)n2)cc1OC (centres undefined)	6.5	2.4	7.9	-0.4%	2.1
28	Cc1ccc(S(=O)(=O)N2CCN(Cc3cc(Br)ccc3O)CC2)cc1	-0.1	5.3	x	-0.1%	-8.6
29	O=C(NCc1ccccc1)C1CCCN(S(=O)(=O)c2ccc(Br)cc2)C1 (centres undefined)	-1.2	6.3	-23.8	4.1%	-22.5
30	Cc1cccc(C)c1NC(=O)CN(c1ccccn1)S(=O)(=O)c1ccc(F)cc1	-5.8	0.0	-7.4	1.5%	-20.2
31	COc1ccc(C(OC(=O)c2cccs2)C(=O)NCC2CCCO2)cc1 (centres undefined)	1.3	2.3	-21.9	1.2%	0.2
32	CC(C)CC(=O)NC(=S)N1CCCCCC1	42.2*	-2.4	-3.4	1.2%	7.5
33	CCCCc1cc(=O)oc2c(C)c(OCC(=O)N3C[C@H]4C[C@@H](C3)c3cccc(=O)n3C4)ccc12	-7.7	0.2	-0.3	1.2%	5.0
34	CCCS(=O)(=O)N1CCCC(c2nc(-c3cccc(OC)c3)no2)C1 (centres undefined)	-1.3	1.2	-3.7	0.4%	6.4
35	NS(=O)(=O)c1ccc(NC(=O)COC(=O)c2ccc3c(c2)OCCO3)cc1	1.1	2.0	4.0	0.1%	-2.5
36	OC1(C#CCCN2CCCCC2)c2ccccc2-c2ccccc21	-0.9	5.4	-15.1	2.0%	-7.1

No.	D1 PAM	Apoferritin bind	D2 potentiator	TRHR agonist
25	-0.4	10.9%	0.1	1.5
26	-0.3	-17.0%	1.6	-0.3
27	-5.7	x	1.2	-0.6
28	-2.1	48.2%[activator]	3.6	0.1
29	-5.7	-0.8%	-1.1	0.0
30	-2.8	-2.9%	2.6	-0.5
31	0.6	-2.8%	7.7	0.6
32	-5.9	-10.1%	11.7	0.0
33	-1.4	-21.4%	-0.2	-0.7
34	-4.2	-13.1%	-3.6	0.2
35	2.8	-0.6%	-2.9	0.3
36	-1.5	-3.2%	-7.6	1.2

# (more compounds)
No.	Structure	TRHR PAM	D1 agonist	RXFP1 antag	RXFP1 agonist	D1 antagonist
37	CCCCNC(=O)N1CCOCCOCCN(C(=O)NCCCC)CCOCCOCC1	-3.3	-1.3	14.0	-1.1%	-22.0
38	CCOc1ccccc1N1CCN(CC(O)COc2ccc3c(C)cc(=O)oc3c2)CC1 (centres undefined)	-1.1	4.4	13.3	2.2%	3.7
39	Cc1ccc(S(=O)(=O)N(C)c2ccc(OC(C)C(=O)N3CCCC3)cc2)cc1C (centres undefined)	5.6	-0.2	-16.9	0.5%	15.2
40	COc1ccc2[nH]c(=O)c(CN(CCc3ccccc3)C(C)=O)cc2c1	-4.2	2.6	0.2	2.9%	-0.5
41	CCC(Sc1nnc(C)s1)C(=O)Nc1nccs1 (centres undefined)	-1.9	1.2	-3.8	3.0%	2.7
42	COc1ccc2c(c1)C(=O)N1[C@H]3c4cc(C)ccc4OC[C@@H]3[C@H](c3ccccc3)[C@]1(C)C(=O)N2	-0.3	5.5	x	-0.4%	9.1
43	CCC1(c2cccc(Cl)c2)NC(=O)N(Cc2cc(C(=O)OC)c(C)o2)C1=O (centres undefined)	5.0	11.4	-1.8	-0.4%	-15.2
44	N#Cc1ccc(CN2CCN(C(=O)CCNS(=O)(=O)c3ccc(F)c(Cl)c3)CC2)cc1	0.3	15.0	-5.4	1.3%	-3.7
45	COc1ccc(-c2ccc(SCC(=O)N3CCOCC3)nn2)cc1	4.6	7.1	-11.1	-0.6%	-30.6*
46	COc1ccc(Cc2nc3ccc(C(=O)N(C)CCCN4CCOCC4)cc3o2)cc1	-2.4	3.7	-24.5	-0.4%	-49.5*

No.	D1 PAM	Apoferritin bind	D2 potentiator	TRHR agonist
37	-0.9	-2.3%	x	1.4
38	-3.0	1.3%	-13.9	-0.6
39	-4.3	x	-3.4	-1.1
40	-1.6	-6.6%	4.3	0.0
41	-2.5	-12.7%	-2.4	0.3
42	-8.3	x	-4.1	0.6
43	-16.6	-19.1%	7.0	0.4
44	x	x	-7.7	-0.4
45	-13.9	-8.1%	-3.9	-0.3
46	-3.0	-12.6%	-3.2	0.5

# Three compounds out of the list above, arranged by the value under D1 agonist, high to low:
cpd	structure	D1 agonist
4	Cc1ccc(C)c(NC(=O)CN(C)C(=O)CSCc2c(C)noc2C)c1	1.3
30	Cc1cccc(C)c1NC(=O)CN(c1ccccn1)S(=O)(=O)c1ccc(F)cc1	0.0
39	Cc1ccc(S(=O)(=O)N(C)c2ccc(OC(C)C(=O)N3CCCC3)cc2)cc1C (centres undefined)	-0.2

# A portion of the library; count on the stated rates, not on these rows.
